KCNQ2 inh – KCNQ2 potassium channel inhibitors, primary screen, cell-based, CHO-K1, FluxOR thallium flux, B-score (AID 2156) | B-score at 10 µM | O88943 | 20 min; active compounds read low | 1.1% of 310,000 active;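 active = fluorescence ratio B-score at most minus 3 library SDs, with starting brightness B-score within 2 library SDs, cut at about -5.5 in these data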
Kir21 block – inhibitors of mouse Kir2.1 inward-rectifier potassium channel | P35561 | HEK293-Kir2.1, FluxOR thallium flux fluorescence; active compounds read low | B-score at 10 µM | 0.85% of 310,000 active | AID 1672;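 active = fluorescence ratio B-score at or below minus 3 SD of library scores, with starting-brightness B-score within 2 SD, cut at about -4.2 in these data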;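 also: channel flux triggered by added potassium and thallium sulfate stimulus; B-score of peak minus minimum fluorescence over baseline after thallium stimulus; more negative B-score means stronger Kir2.1 block with less thallium influx; some compounds called inactive have numbers as strong as hits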
Target sequence (P35561 whole entry, looked up): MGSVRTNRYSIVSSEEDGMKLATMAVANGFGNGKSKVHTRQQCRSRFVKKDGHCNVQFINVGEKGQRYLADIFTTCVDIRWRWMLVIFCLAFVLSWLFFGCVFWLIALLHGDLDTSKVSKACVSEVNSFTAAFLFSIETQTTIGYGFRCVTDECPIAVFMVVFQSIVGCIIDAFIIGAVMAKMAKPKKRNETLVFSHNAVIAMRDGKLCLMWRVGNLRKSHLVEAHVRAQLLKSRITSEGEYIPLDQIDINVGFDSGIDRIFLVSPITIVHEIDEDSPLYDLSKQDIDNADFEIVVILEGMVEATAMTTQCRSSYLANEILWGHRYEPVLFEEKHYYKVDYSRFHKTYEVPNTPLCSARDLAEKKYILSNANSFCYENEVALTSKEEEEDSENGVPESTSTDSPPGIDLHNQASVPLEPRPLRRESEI
* marks the source's active call; other numbers are inactive results; i = inactive.

KCNQ2 inh | Kir21 block | canonical_smiles
i | 2.2 | Cc1ccc(-c2nc(Nc3cccc(O)c3)c3ccccc3n2)cc1
i | -0.54 | COc1ccc(Cl)cc1NC(=O)CN(C)C(=O)C12CC3CC(CC(Cl)(C3)C1)C2
i | 1.59 | O=C(NCCCN1CCCC1=O)c1cccnc1
i | 0.11 | CC(C)(C)NC(=O)CN(C(=O)CNC(=O)c1cccs1)c1ccccc1F
i | 1.73 | N#Cc1cc(-c2ccccc2)cn(Cc2c(Cl)cccc2Cl)c1=O
i | 0.93 | COc1cc(/C=N/NC(=O)c2ccc([N+](=O)[O-])cc2Cl)cc(Br)c1O
i | -1.17 | COc1ccc(C)cc1S(=O)(=O)NCc1cccs1
i | -0.82 | COc1ccc(OC)c(CNC(=O)CCn2nc(C)c3c(C)n(-c4ccccc4)nc3c2=O)c1
i | -10.9 | CNC(=S)N/N=C1\C(=O)c2cccc3cccc1c23
i | 2.32 | CN(C)CCCN1C(=O)C(O)=C(C(=O)c2cc3ccccc3o2)C1c1ccccc1 (stereo not drawn)
i | 0.01 | CC(Sc1ccc(Cl)cc1)C(=O)NCc1cccnc1 (stereo not drawn)
i | -0.09 | Cc1c(NC(=O)Nc2ccccc2Cl)c(=O)n(-c2ccccc2)n1C
i | -0.26 | COC(=O)/C(=N/Nc1ccccc1C)Sc1nnc(C(O)c2ccccc2)n1-c1ccccc1 (stereo not drawn)
i | 0.53 | COc1ccc(-n2c(CNC(=O)c3cc(OC)c(OC)c(OC)c3)n[nH]c2=S)cc1
i | -1 | CCCOc1ccc(C(CC(=O)O)NC(=O)Cc2ccccc2)cc1 (stereo not drawn)
i | 0.15 | O=C1CN(C(=O)COc2ccc(Br)cc2F)c2ccccc2N1
i | 0.97 | Cc1cc(C(F)(F)F)n(-c2nc(C(=O)O)cs2)n1
i | -1.09 | CCC(=O)c1ccc(OCC(=O)OCC(=O)NCCCc2ccccc2)cc1
i | 0.43 | COc1cccc(C(=O)N2CCC(O)(c3cccnc3)CC2)c1
i | 0.25 | Cc1cc(C)cc(C(=O)NCC(=O)OCc2cc([N+](=O)[O-])cc3c2OCOC3)c1

In the list so far, two contain a nitro group on carbon.
KCNQ2 inh | Kir21 block | canonical_smiles
i | 0.93 | COc1cc(/C=N/NC(=O)c2ccc([N+](=O)[O-])cc2Cl)cc(Br)c1O
i | 0.25 | Cc1cc(C)cc(C(=O)NCC(=O)OCc2cc([N+](=O)[O-])cc3c2OCOC3)c1

The list continues.
KCNQ2 inh | Kir21 block | canonical_smiles
i | -0.67 | NC1C2CN(c3nc4c(cc3F)c(=O)c(C(=O)O)cn4-c3ccc(F)cc3F)CC12 (stereo not drawn)
i | 1.12 | CCOC(=O)C1=C(C)NC(C)=C(C(=O)OCC)C1c1cc2ccc(C)cc2[nH]c1=O
i | 1.39 | OC(CNCc1ccco1)Cn1c2ccc(Br)cc2c2cc(Br)ccc21 (stereo not drawn)
i | -0.01 | O=C(COc1ccc2ccccc2c1)NNC(=O)c1cccs1
i | -0.04 | Oc1ccc(-c2csc(-c3cccnc3)n2)c(O)c1
i | -1.11 | COc1cc(C(=O)N(CCCO)Cc2cc3ccc(C)c(C)c3[nH]c2=O)cc(OC)c1OC
i | -1.78 | CC(Sc1nnc(-c2cccs2)n1-c1ccccc1)C(=O)NCc1ccco1 (stereo not drawn)
i | 0.25 | CC(CC(=O)Nc1ccncc1)c1ccccc1 (stereo not drawn)
i | 0.8 | NC(=O)Nc1ccc(C(=O)OCC(=O)Nc2ccc(Cl)cn2)cc1
i | -4.67 | CNC(=O)c1c(NC(=O)c2ccc(S(=O)(=O)N3CCCC3)cc2)sc2c1CCN(C(C)C)C2
i | 0.89 | CC1(C)CCCC2=C1CC1C(=O)N(O)C(=O)C1C2 (stereo not drawn)
i | -0.13 | CCOc1ccc(NS(=O)(=O)c2cnc(Cl)c(Cl)c2)cc1
i | -1.75 | O=S(=O)(NCCSc1ccccn1)c1ccc(Br)cc1
i | -1.66 | CC(C)OC(=O)c1cc(NC(=O)C2C3C=CC(O3)C2C(=O)O)cc(C(=O)OC(C)C)c1 (stereo not drawn)
i | 0.47 | CNC(=O)c1ccccc1NC(=O)c1c(O)c2c([nH]c1=O)CCCC2
i | -0.66 | COc1ccc(N2CCN(S(=O)(=O)CCNC(=O)c3cc(=O)c4ccccc4o3)CC2)cc1
i | -3.22 | COc1ccc(CNC(=O)CCCNS(=O)(=O)c2cccc3nonc23)cc1
i | -1.07 | O=Cc1ccc(Sc2nnc(-c3ccccc3)o2)c([N+](=O)[O-])c1
i | 0.13 | COc1ccc(NC2CCCN(C(=O)CCC3=NNC(=O)CC3)C2)cc1 (stereo not drawn)
i | -0.02 | COc1ccc(CCN2CC(C(=O)NCCc3ccccc3)CC2=O)cc1OC (stereo not drawn)
i | -0.1 | CCn1c(SCC(=O)Nc2ccc(NC(C)=O)cc2)nnc1C1CC1
i | 1.64 | O=C(COC(=O)c1ccc(Sc2ccccc2)c([N+](=O)[O-])c1)NC1CCS(=O)(=O)C1 (stereo not drawn)
i | -0.58 | CCOc1cc(-c2noc(CCC(=O)N3CCOCC3)n2)ccc1OC
i | 1.34 | Oc1ccc(NC(=S)Nc2ccc(O)cc2)cc1
i | 2.32 | COc1cc(NC(=O)CSc2nnnn2Cc2ccc3c(c2)OCO3)cc(OC)c1
i | 0.54 | CCN(CC)S(=O)(=O)c1ccc(C(=O)NC2=NCCS2)cc1
i | -2.09 | O=C(C1CCN(S(=O)(=O)N2CCCCC2)CC1)N1CCCCC1
i | -0.11 | COc1ccc(Cl)cc1NC(=O)CN(C)C(=O)C1CC(=O)N(Cc2ccc(C)cc2)C1 (stereo not drawn)
i | -0.03 | CCCN(CCC)c1nc2ccccc2nc1C(C#N)C(=O)OCCOC (stereo not drawn)
i | -0.02 | Cc1cccc(NC(=O)C2NC(=O)CC2c2ccccc2)c1C (stereo not drawn)
i | 0.35 | Cc1nc2oc3ccc(F)cc3c(=O)c2cc1C(=O)O
i | -1.61 | O=C(CSc1nccc(=O)[nH]1)Nc1ccccc1Sc1ccccc1
i | -1.38 | O=C(Nc1c(C(=O)N2CCCCC2)cnn1-c1ccccc1)c1ccccc1
i | -0.94 | COC(=O)c1cccc(NC(=O)NC23CC4CC(CC(C4)C2)C3)c1
i | -1.44 | COc1ccccc1NC(=O)C1CCN(C(=O)NCc2ccccc2)CC1
i | -0.02 | O=C(CCc1ccccc1)Nc1ccccc1
i | 0.02 | C/C(N)=C(/C#N)C(=O)CN1C(=O)NC(Cc2c[nH]c3ccccc23)C1=O (stereo not drawn)
i | -1.61 | CC1(C)CC(=O)c2sc(NC(=O)c3ccc4ncsc4c3)nc2C1
i | -0.35 | Cn1c(-c2cc3c(C(F)(F)F)nn(C)c3s2)n[nH]c1=S
i | -0.26 | Cc1cc(NC(=O)COC(=O)COc2ccc(C(=O)c3ccccc3)cc2)no1
i | -0.54 | Cc1c[nH]c(=O)c([N+](=O)[O-])c1
i | -0.77 | CCOC(=O)c1nn(-c2ccc(C)cc2)c2nc(Nc3ccccc3)cc(=O)n12
i | 0.58 | O=C(CCNC(=O)Cn1ccc2ccccc2c1=O)NCCCN1CCN(c2ccc(F)cc2)CC1
i | -0.55 | COc1cc2c(cc1OC)C(c1ccc(Br)cc1)NC(=O)C2 (stereo not drawn)
i | -1.78 | CCN(CC)CCCNC(=O)C(C)n1c2ccccc2c2nc(=O)cc(C)n21 (stereo not drawn)
i | -0.84 | COCCNc1oc(COc2cccc(C)c2)nc1C#N
i | -0.04 | COc1ccccc1N1CCN(Cc2cccs2)CC1
i | -4.47 | CCOC(=O)c1cc2n(c1/N=C/N(C)C)-c1ccccc1C2=O
i | 0.07 | O=C1C(=O)N(CCCN2CCOCC2)C(c2ccc([N+](=O)[O-])cc2)/C1=C(\O)c1ccc2c(c1)OCCO2 (stereo not drawn)
i | 0.12 | CCC(=O)Nc1c2c(nn1-c1ccc(F)cc1)CS(=O)(=O)C2
i | 0.01 | O=C(O)C1CCN(S(=O)(=O)c2ccc(N3CCCC3C(=O)O)c([N+](=O)[O-])c2)CC1 (stereo not drawn)
i | -0.03 | COc1ccc(C(=O)NCCCSC)cc1OC1CCN(C(C)C)CC1
i | -4.34* | O=C(CCCCCn1c(SCc2ccncc2)nc2ccccc2c1=O)NCc1ccco1
i | -1.26 | COc1ccc(S(=O)(=O)N2CCOC2CNC(=O)C(=O)NCc2ccccc2OC)cc1 (stereo not drawn)
i | -0.1 | CC(=O)c1sc(NC(=O)c2ccccc2F)nc1C
i | -0.08 | O=[N+]([O-])c1cc(S(=O)(=O)N2CCCC2)ccc1N/N=C/c1ccccn1
i | -1.09 | COc1ccc(NC2CCCN(C(=O)c3cccs3)C2)cc1 (stereo not drawn)
i | 0.74 | O=C(Cn1nnc(-c2cc(Cl)ccc2-n2cnnn2)n1)N1CCCc2ccccc21
i | -0.77 | CCCCNCc1cc(Br)c(OCC(=O)N2CCOCC2)c(OC)c1
i | -0.03 | CCOC(=O)c1ccccc1NC(=O)CSc1nnnn1C1CCCCC1

The list goes on.
KCNQ2 inh | Kir21 block | canonical_smiles
i | -1.53 | Cc1cc(F)ccc1NC(=O)C1CCN(S(=O)(=O)c2ccc3c(c2)CCCC(=O)N3)CC1
i | -0.11 | CCC(=O)Nc1ccc(NC(=O)CSc2nnc(-c3ccc(O)cc3)n2CC2CCCO2)cc1 (stereo not drawn)
i | 2.08 | Nc1nncn1C(=O)c1c(Cl)cccc1Cl
i | 0.98 | COC(=O)c1ccccc1NC(=O)c1cc(-c2ccco2)on1
i | 1.6 | CCN1CCC(NC(=O)c2cc(OC)c(OC)cc2OC)CC1
i | 1.18 | Cc1ccc(NC2OC(CO)C(O)C2O)cc1[N+](=O)[O-] (stereo not drawn)
i | 0.21 | O=C(N/N=C/c1ccc(OC(F)F)cc1OC(F)F)c1ccc(Br)cc1
i | -0.09 | CCOC(=O)N1CCN(C(=O)C2CCC(=O)N(CCCc3ccccc3)C2)CC1 (stereo not drawn)
i | -0.32 | Cc1ccc(S(=O)(=O)N2CCN(CC(=O)N/N=C\c3ccncc3)CC2)cc1
i | -0.94 | Cc1cc(C)c(S(=O)(=O)Nc2nnc(C)s2)c(C)c1
i | 0.12 | CSc1cccc(NC(=O)Cn2cnc(S(=O)(=O)N3CCCC3)c2)c1
i | 0.3 | COc1cc(C(=O)NCCOc2cc(C)cc(C)c2)c(Br)c(OC)c1OC
i | -1.17 | O=C(c1ccc(-c2ccccc2Cl)s1)N1CCOCC1
i | -0.18 | C/C(=N\NC(=O)C1CC1c1ccccc1)c1ccc(C)s1 (stereo not drawn)
i | -0.33 | O=C(NNC(=S)Nc1ccc(Cl)cc1Cl)C1CC1
i | 2.5 | CCN(c1ccc(OC)cc1)S(=O)(=O)c1nnc(NC(=O)CC(C)C)s1
i | -0.6 | CC(c1nc2ccccc2c(=O)[nH]1)N(C)c1ccc2ccccc2c1 (stereo not drawn)
i | -11.7* | COc1ccc(CNC/C=C/c2ccccc2)cc1
i | 0.83 | C/C(=N\NC(N)=S)c1ccc(-n2ccnc2)cc1
i | 0.15 | Cc1cc(C)cc(N(C(=O)c2cccs2)C2C=CS(=O)(=O)C2)c1 (stereo not drawn)
i | 0.37 | NS(=O)(=O)c1ccc(CCNc2ccc(C(F)(F)F)cn2)cc1
i | 1.21 | O=C(NCCN1CCN(c2ccccc2F)CC1)C1c2ccccc2C(=O)N2CCc3ccccc3C12 (stereo not drawn)
i | -0.55 | COc1ccccc1CNS(=O)(=O)c1c(C(=O)N2CCCCCC2)c(C)n(C)c1C
i | -2.49 | COc1ccccc1C(C[N+](=O)[O-])c1c(N)n(C)c(=O)n(C)c1=O (stereo not drawn)
i | 2.62 | COc1ccc(/C=C/C(=O)OCC(=O)Nc2ccc(S(N)(=O)=O)cc2)cc1OC
i | -2.1 | CNc1ccc(S(=O)(=O)NCC(=O)NCCCc2ccccc2)cc1[N+](=O)[O-]
i | 0.46 | Cn1c(O)c(N=NC(=O)c2cc(-c3cccs3)nc3ccccc23)c2ccccc21
i | 0.99 | C=CCN(c1ccc(C(=O)N2CCN(c3ccc(F)cc3)CC2)cc1)S(C)(=O)=O
i | 2.04 | CCCS(=O)(=O)N1CCCC(C(=O)NCCCN(C)c2ccccc2)C1 (stereo not drawn)
i | 0.67 | Cc1ccc(OCCCC(=O)N(C)CC(=O)Nc2ccccc2Br)cc1
i | -0.06 | Cc1csc(NC(=O)c2ccc(Cn3nc(C)c(Br)c3C)o2)n1
i | 2.65 | Cc1ccc(OCC(=O)Nc2ccc(N3CCN(S(C)(=O)=O)CC3)cc2)cc1

Entries shown so far that contain a thiophene ring, fused or not:
KCNQ2 inh | Kir21 block | canonical_smiles
i | 0.11 | CC(C)(C)NC(=O)CN(C(=O)CNC(=O)c1cccs1)c1ccccc1F
i | -1.17 | COc1ccc(C)cc1S(=O)(=O)NCc1cccs1
i | -0.01 | O=C(COc1ccc2ccccc2c1)NNC(=O)c1cccs1
i | -1.78 | CC(Sc1nnc(-c2cccs2)n1-c1ccccc1)C(=O)NCc1ccco1 (stereo not drawn)
i | -4.67 | CNC(=O)c1c(NC(=O)c2ccc(S(=O)(=O)N3CCCC3)cc2)sc2c1CCN(C(C)C)C2
i | -0.35 | Cn1c(-c2cc3c(C(F)(F)F)nn(C)c3s2)n[nH]c1=S
i | -0.04 | COc1ccccc1N1CCN(Cc2cccs2)CC1
i | -1.09 | COc1ccc(NC2CCCN(C(=O)c3cccs3)C2)cc1 (stereo not drawn)
i | -1.17 | O=C(c1ccc(-c2ccccc2Cl)s1)N1CCOCC1
i | -0.18 | C/C(=N\NC(=O)C1CC1c1ccccc1)c1ccc(C)s1 (stereo not drawn)
i | 0.15 | Cc1cc(C)cc(N(C(=O)c2cccs2)C2C=CS(=O)(=O)C2)c1 (stereo not drawn)
i | 0.46 | Cn1c(O)c(N=NC(=O)c2cc(-c3cccs3)nc3ccccc23)c2ccccc21
